# Screens from PubChem BioAssay.
# mHtt clearance – mutant huntingtin protein clearance | AID 853 | HeLa Exon1htt(103Q)mCFP, aggregate imaging; zero = plate's median compound well | inhibition, % at 1.5 µM | actives 0.42% (n = 47,000);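 active means inhibition of aggregate fluorescence above about 70%, also judged a hit by eye on the cell image, limit read from the data, passing the limit was not always enough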;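 further: cells exposed to compound for three days before fixation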
# mHtt clearance grain fraction – second read-out of mHtt clearance, no call of its own (marks repeat the call); fraction fluorescence in grains; measured here: aggregate grain fluorescence fraction; active compounds read low;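 scaled fraction of total cell fluorescence in grains with unit not stated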
# * hit, by the source's call.
Compound	mHtt clearance	mHtt clearance grain fraction
O=C(CN1C(=O)CSC1=O)NCc1ccccc1	12	29
O=C(Nc1ccc(Cc2ccncc2)cc1)c1ccco1	23	29
CNc1nc(OCC(F)(F)F)nc(N2CCN(C34CC5CC(CC(C5)C3)C4)CC2)n1	29	14
CCOC(=O)CSc1nnc(CNC(=O)c2ccc(OC)cc2)n1Cc1ccccc1	15	32
C=CCS(=O)(=O)c1nc2ccccc2s1	-28	51
N#Cc1cc2ccc(N3CCOCC3)cc2cc1C#N	-10	21
CCOC(=O)Cc1csc(NC(=O)CSc2nnc(Cc3csc(N)n3)n2C)n1	-85	36
COc1ccc(C(=O)Nc2ccc3c(c2)OCCO3)cc1	-4	19
CNS(=O)(=O)c1cc(OC)ccc1OC	34	12
O=C(NCc1ccccc1)C1CCN(S(=O)(=O)N2CCOCC2)CC1	31	25
CCOC(=O)N1CCC(n2c(SCC(=O)NCc3ccco3)nc3ccsc3c2=O)CC1	13	18
COC(=O)[C@@H](NC(=O)N1CCN(c2cccc(C(F)(F)F)c2)CC1)C(C)C	23	26
CC1(C)CC(=O)C(Sc2nnc(-c3ccc(O)cc3)n2CC2CCCO2)C(=O)C1 (stereo not drawn)	42	12
CCn1c(N2CCC(Cc3ccccc3)CC2)nc2c1c(=O)[nH]c(=O)n2C	26	24
CCOc1ccccc1NC(=O)c1ccccc1NS(C)(=O)=O	60	8.1
Cc1nc2ccc(Cl)cc2nc(C)/c1=N\O	19	24
Cn1c(CCN2CCOCC2)nc2cc(NC(=O)COc3ccccc3)ccc21	15	16
CCOC(=O)Cn1c(CN(C)Cc2ccccc2)nc2c1c(=O)n(C)c(=O)n2C	12	17
O=C(O)C1CCCN1C(=O)Nc1ccc(F)cc1 (stereo not drawn)	4	18
CN(CC(O)COCc1cccs1)C1CCCCC1 (stereo not drawn)	20	27
O=c1cc(CN2CCN(c3ccc(F)cc3)CC2)nc2sccn12	21	17
CCOC(=O)C1=CSC2=NS(=O)(=O)CCN12	33	25
CC1=C(C(=O)OCC(C)C)[C@]23C(=O)c4ccccc4[C@@]2(O1)OC(N)=C3C#N	-5	21
COC(=O)CSc1nc2cc3c(cc2cc1C)OCCO3	17	29
CCS(=O)(=O)n1nc(NCc2cccc(OC)c2)nc1NCc1cccc(OC)c1	25	15
COC(=O)C1=C(C)N=C2SCCC(=O)N2C1c1ccc(OC(=O)c2ccco2)cc1 (stereo not drawn)	-8	21
COc1ccc(C(=O)NC(=S)N(Cc2ccccc2)Cc2ccccc2)cc1	28	22
O=C(CN1CCOCC1)N(c1ccccc1)c1ccc2ccccc2c1	42	20
O=C(Cc1ccc(-n2cnnn2)cc1)NC12CC3CC(CC(C3)C1)C2	7	19
O=C(CNC(=O)c1ccc(Br)o1)Nc1cccc(-c2cnc3ccccc3n2)c1	48	11
O=C(Nc1nc2ccccc2[nH]1)c1ccc(Cl)c(S(=O)(=O)N2CCCC2)c1	49	9.1
CCOC(=O)c1cnc(SC2CC(=O)N(c3ccc(OC)c(OC)c3)C2=O)nc1N (stereo not drawn)	-80	34
O=C1Nc2ccc(S(=O)(=O)N3CCCC3C(=O)O)c3cccc1c23 (stereo not drawn)	-182	101
C=CCC(=O)OCC(=O)Nc1ccc(Cl)cn1	-84	33
Cc1ccc(Cn2ccc(NC(=O)c3cc(-c4ccccc4)on3)n2)cc1	-41	25
COc1ccc(N2CCN(Cc3nc(N)nc(N4CCCc5ccccc54)n3)CC2)cc1	-56	53
O=C(NCc1ccco1)c1cnn2c(C(F)(F)F)cc(-c3ccco3)nc12	0	24
COc1cc(OC)c(NC(=O)CCNC(=O)Cn2cnc3ccccc3c2=O)cc1Cl	39	20
CCn1c(SCC(=O)Nc2oc(-c3ccccc3)c(-c3ccccc3)c2C#N)nnc1-c1ccco1	26	16
CC1CN(c2nc3c(c(=O)n(Cc4ccc(Cl)c(Cl)c4)c(=O)n3C)n2C)CC(C)O1 (stereo not drawn)	15	29
CCCCn1c(-c2cccs2)nc2nc3ccccc3nc21	4	36
Clc1cccc(Cl)c1-c1nnc2ccc(N3CCOCC3)nn12	-61	30
Cc1cc(C)n2nc(NCc3ccccc3)nc2n1	-24	25
Cc1ccc2c(c1)c1c(n2CC(O)Cn2c(C)nc3ccccc32)CCCC1 (stereo not drawn)	-65	61
CCOC(=O)CSc1nc2c(c(=O)n(C)c(=O)n2C)n1Cc1ccccc1F	0	36
NC(=O)CSc1nnc(Cn2c(=O)sc3ccccc32)n1-c1cccc(Cl)c1	-1	18
O=C(Nc1ccc2c(c1)OCCO2)C1CCN(C(=O)c2ccccc2)CC1	-24	45
O=c1c2cnn(-c3ccccc3)c2ncn1Cc1ccccc1F	8	30
CCOc1cc(S(=O)(=O)NCc2ccccc2)c(OCC)cc1-n1cnnn1	-3	21
Cc1c(N=Cc2ccc[nH]2)c(=O)n(-c2ccccc2)n1C	-27	26
S=c1[nH]nc(Cc2c[nH]c3ccccc23)o1	33	12
Cc1cc(C)cc(N(CC(=O)NCCSc2ccccn2)S(=O)(=O)c2ccccc2)c1	10	27
Cc1ccc(-n2ncc(C#N)c2/N=C/N2CCN(C)CC2)cc1	24	14
CCC1=NN=C(c2ccc(F)cc2)C(c2c[nH]c3ccccc23)N1O (stereo not drawn)	-10	21
COc1ccc(Nc2ccnc3ccccc23)cc1	91*	3.2*
O=C(Oc1cccc2ccccc12)c1ccncc1	45	11
Cc1cc(NC(=O)c2ccoc2C)no1	62	7.5
O=C(CN1C(=O)CC(c2ccco2)Sc2ccccc21)NCc1ccc2c(c1)OCO2 (stereo not drawn)	-2	34
C=CCn1c(COc2cccc3ccc(C)nc23)nnc1SCC(=O)O	33	12
Cc1cccc(CSc2nncc(=O)[nH]2)c1	-25	21

# New compounds follow
# Order of values: mHtt clearance | mHtt clearance grain fraction
> O=C(c1cc(-c2ccncc2)nc2ccc(Cl)cc12)N1CCN(C(=O)C2CCCO2)CC1 (stereo not drawn)
    -92 | 37
> CC(C)(C)NC(=O)C(c1ccncc1)N(Cc1cccs1)C(=O)Cn1nnc(-c2ccc(F)cc2)n1 (stereo not drawn)
    19 | 16
> CCOC(=O)CSc1nc(C)cc(=O)[nH]1
    71* | 5.2*
> Cc1ccc(N2CCN(C(=O)c3ccccc3)CC2)c(C)c1
    -44 | 26
> CCOc1ccc(C(=S)N2CCOCC2)cc1OCC
    4 | 36
> CCN(CC)C(=O)c1c(NC(=O)c2ccccc2)sc(C)c1C
    -31 | 49
> O=c1c(-c2ccc3c(c2)OCCO3)coc2cc(O)cc(O)c12
    20 | 16
> COc1cccc(C2=NOC(C(=O)N3CCN(Cc4ccccc4)CC3)C2)c1OC (stereo not drawn)
    25 | 27
> N#CC1=C(C2CC2)CC(c2ccccc2)C(C#N)=C1N (stereo not drawn)
    -38 | 46
> CC(C)Nc1nc(NC(C)C)nc(N(C#N)CCOc2ccc(Cl)cc2Cl)n1
    -26 | 24
> CC(C)C(=O)c1cn(CC(=O)NCC2CCCO2)c2ccccc12 (stereo not drawn)
    -37 | 46
> O=C(Nc1ccccc1N1CCCC1)c1ccc(Br)o1
    -2 | 17
> N#C/C(=N\Nc1ccccc1F)C(=N)N1CCCCC1
    0 | 19
> O=S(=O)(/N=C(\c1ccccc1)N1CCOCC1)c1cccs1
    16 | 15
> CC(CC(=O)NCc1cccnc1)c1ccccc1 (stereo not drawn)
    28 | 14
> COc1ccccc1CN(C(=O)Cc1cccs1)C(C(=O)NC1CCCC1)c1ccncc1 (stereo not drawn)
    -39 | 43
> CCN(C)c1ccc(/C=N\n2nnnc2N)cc1
    -15 | 25
> CN1C(=O)/C(=C2/C=CC=CN2C)OC1=S
    18 | 28
> CCOC(=O)c1[nH]c(=O)[nH]c1CSCCO
    -7 | 24
> Cc1cc(C)nc(SCc2n[nH]c(=S)n2C)n1
    -9 | 19
> CCC(C(=O)Nc1nnc(-c2ccco2)s1)c1ccccc1 (stereo not drawn)
    34 | 26
> COC(=O)c1ccc(CN(c2ccc(C)cc2)S(=O)(=O)c2ccc3c(c2)OCCO3)o1
    18 | 24
> Cc1cccc(-n2ncc3c(NCCN4CCOCC4)ncnc32)c1
    -2 | 35
> CCCCn1c(=NC(=O)c2ccco2)c(C(=O)OCC)cc2c(=O)n3ccccc3nc21
    -18 | 45
> COC(=O)/C(C#N)=C1/C=Cc2ccccc2N1C
    -23 | 24
> CN(C)c1ccnc(Oc2ccccc2)c1C#N
    -63 | 51
> CCCn1c(SCC(=O)N2CCCC2)nc2c1c(=O)n(C)c(=O)n2C
    41 | 19
> CCOC(=O)Cn1nc(-c2ccc(C)cc2)ccc1=O
    49 | 8.5
> COCCn1c(C2CCCCC2)nc2sc3ccccc3c(=O)c2c1=O
    -32 | 58
> Cc1cc(C(=O)Nc2ccc(C(=O)O)cc2)c(-c2ccccc2)o1
    -5 | 36
> NC(=O)c1cc(N2C(=O)C3CC=CCC3C2=O)ccc1N1CCCCC1 (stereo not drawn)
    24 | 29
> CCCn1c(N2CCN(S(=O)(=O)Cc3ccccc3)CC2)nc2ccccc21
    23 | 23
> CCCCC1CC(CSC(=N)N)OC1=O (stereo not drawn)
    -19 | 47
> Cc1ccc(Cn2c(SCC(=O)NCC3CCCO3)nc3c(sc4ccccc43)c2=O)cc1 (stereo not drawn)
    4 | 15
> Cc1cc(NC(=O)c2cccs2)n(-c2ccccc2)n1
    9 | 18
> CCOc1ccc(N(CC(=O)Nc2cccc(OC)c2)S(=O)(=O)c2c(C)noc2C)cc1
    -310 | 137
> O=C(c1ccco1)N1CCN(c2nc(-c3ccc(F)cc3)cs2)CC1
    32 | 26
> O=C1CC(N2CCN(C/C=C/c3ccccc3)CC2)C(=O)N1Cc1cccs1 (stereo not drawn)
    -128 | 39
> CSc1nc(N)nc(-c2cccs2)c1C#N
    -90 | 73
> CC(OC(=O)c1cc(=O)[nH]c2ccccc12)c1ccccc1 (stereo not drawn)
    -2 | 20
> Cc1ccc2c(c1)c1c(n2CC(O)Cn2ccnc2C)C(=O)CCC1 (stereo not drawn)
    37 | 12
> O=S(=O)(c1ccc(NCC2CCCCC2)nc1)N1CCOCC1
    -51 | 43
> CN(C)c1nc(NS(=O)(=O)c2ccc(Cl)cc2)nc(N(C)C)n1
    14 | 30
> COc1cccc(CN(Cc2ccco2)S(=O)(=O)c2ccc(S(=O)(=O)NCc3ccccc3)cc2)c1OC
    -46 | 29
> CCC1CCCCN1Cc1ccc(OC)c(C)c1C (stereo not drawn)
    -13 | 26
> COC(=O)c1ccccc1NC(=O)NC1CCN(Cc2ccccc2)CC1
    2 | 19
> Oc1ccc(/C=C/c2nc(-c3ccccc3O)n(-c3ccccc3)n2)cc1
    22 | 24
> Cc1ccc(NC(=O)N/C=C/c2ccccc2)cc1
    61 | 12
> C=CCN(c1ccccc1)S(=O)(=O)c1cccc(C(=O)O)c1
    -25 | 29
> COCC(C)n1c(C)cc(C(=O)CSc2nnc(Nc3ccccc3F)s2)c1C (stereo not drawn)
    -64 | 66

# Continued:
# Order of values: mHtt clearance | mHtt clearance grain fraction
> O=C(OCC(=O)N1CCCC1)c1ccccc1OCc1ccccc1
    26 | 14
> CC1(C)CC(=O)C2=C(C1)NC(SCC(=O)Nc1ccccc1)=C(C#N)C2c1ccco1 (stereo not drawn)
    4 | 18
> CCOc1ccc(C2=CS/C(=C(\C#N)c3nnc4n3CCCCC4)N2CC)cc1
    9 | 16
> CCOc1ccccc1NC(=O)C1CCCN(S(=O)(=O)c2cccc3nsnc23)C1 (stereo not drawn)
    27 | 25
> Cc1ccc(N2C(N)=C(C#N)C(c3ccsc3)C3=C2CC(C)(C)CC3=O)cc1 (stereo not drawn)
    -152 | 90
> O=S(=O)(NCc1cn2ccccc2n1)c1cc(F)ccc1F
    28 | 33
> CCN(CC)C(=O)Cn1c(=O)n(-c2ccccc2)c(=O)n1CC(=O)N(CC)CC
    -18 | 52
> O=C(CN(C1CCCCC1)S(=O)(=O)c1ccccc1)NCc1ccco1
    65 | 6.9
> O/N=C/CCn1c(=S)sc2ccccc21
    -7 | 39
> Cn1c(=O)c2c(nc(CN3CCN(C(=O)c4ccco4)CC3)n2Cc2cccc(Cl)c2)n(C)c1=O
    32 | 29
> O=C(NCc1ccc(F)cc1)c1cc(S(=O)(=O)N2CCOCC2)ccc1F
    12 | 15
> CCOc1ccccc1-c1nc(-c2ccc(NC(=O)Cc3ccc(OC)cc3)cc2)no1
    -21 | 41
> CC(C)(C)CC(=O)NC(=S)NCCc1ccccc1
    -33 | 41
> Cc1c(C=O)c2ccccn2c1C(=O)c1ccncc1
    13 | 34
> COC(=O)c1cccc(S(=O)(=O)N2CCC(NC(=O)Nc3cccc(F)c3)CC2)c1
    -24 | 42
> Cc1noc(NS(=O)(=O)c2ccc(N/C=C\C(=O)c3ccc4c(c3)OCO4)cc2)c1C
    0 | 38
> CCOC(=O)Cc1csc(NC(=O)Cc2cccs2)n1
    -73 | 60
> O=C(Nc1ccc(S(=O)(=O)N2CCCCCC2)cc1)c1ccco1
    -130 | 41
> O=C(NC1CCCc2ccccc21)C1CCN(c2c3c(nc4ncnn24)CCC3)CC1 (stereo not drawn)
    -34 | 22
> COc1ccc(CNC(=O)C2CCCN(c3nc4ccccc4o3)C2)c(OC)c1 (stereo not drawn)
    16 | 36
> COc1cccc(C(=O)N2CCN(Cc3cccc(F)c3)CC2)c1
    21 | 15

# Only part of the results is shown; count on the stated rates, not on these rows.
